KDM5B inh – blocks human KDM5B histone demethylase activity | KDM5B demethylase, FDH-coupled NADH fluorescence (FDH is formaldehyde dehydrogenase) | Potency, µM (top dose mostly 57.7 µM), for the others: top-dose activity change, negative = inhibition, hits mostly inhibitors | 220,000 tested, 2.6% active; active = well fitted inhibition curve with a large enough effect; inconclusive = small, poorly fitted or top-dose-only effect; inactive = no such curve, though single readings can be large or run the other way; also: 0% is about no effect; nearly all actives have a fitted effect of over 70% in size
Target sequence (Q9UGL1 whole entry, looked up): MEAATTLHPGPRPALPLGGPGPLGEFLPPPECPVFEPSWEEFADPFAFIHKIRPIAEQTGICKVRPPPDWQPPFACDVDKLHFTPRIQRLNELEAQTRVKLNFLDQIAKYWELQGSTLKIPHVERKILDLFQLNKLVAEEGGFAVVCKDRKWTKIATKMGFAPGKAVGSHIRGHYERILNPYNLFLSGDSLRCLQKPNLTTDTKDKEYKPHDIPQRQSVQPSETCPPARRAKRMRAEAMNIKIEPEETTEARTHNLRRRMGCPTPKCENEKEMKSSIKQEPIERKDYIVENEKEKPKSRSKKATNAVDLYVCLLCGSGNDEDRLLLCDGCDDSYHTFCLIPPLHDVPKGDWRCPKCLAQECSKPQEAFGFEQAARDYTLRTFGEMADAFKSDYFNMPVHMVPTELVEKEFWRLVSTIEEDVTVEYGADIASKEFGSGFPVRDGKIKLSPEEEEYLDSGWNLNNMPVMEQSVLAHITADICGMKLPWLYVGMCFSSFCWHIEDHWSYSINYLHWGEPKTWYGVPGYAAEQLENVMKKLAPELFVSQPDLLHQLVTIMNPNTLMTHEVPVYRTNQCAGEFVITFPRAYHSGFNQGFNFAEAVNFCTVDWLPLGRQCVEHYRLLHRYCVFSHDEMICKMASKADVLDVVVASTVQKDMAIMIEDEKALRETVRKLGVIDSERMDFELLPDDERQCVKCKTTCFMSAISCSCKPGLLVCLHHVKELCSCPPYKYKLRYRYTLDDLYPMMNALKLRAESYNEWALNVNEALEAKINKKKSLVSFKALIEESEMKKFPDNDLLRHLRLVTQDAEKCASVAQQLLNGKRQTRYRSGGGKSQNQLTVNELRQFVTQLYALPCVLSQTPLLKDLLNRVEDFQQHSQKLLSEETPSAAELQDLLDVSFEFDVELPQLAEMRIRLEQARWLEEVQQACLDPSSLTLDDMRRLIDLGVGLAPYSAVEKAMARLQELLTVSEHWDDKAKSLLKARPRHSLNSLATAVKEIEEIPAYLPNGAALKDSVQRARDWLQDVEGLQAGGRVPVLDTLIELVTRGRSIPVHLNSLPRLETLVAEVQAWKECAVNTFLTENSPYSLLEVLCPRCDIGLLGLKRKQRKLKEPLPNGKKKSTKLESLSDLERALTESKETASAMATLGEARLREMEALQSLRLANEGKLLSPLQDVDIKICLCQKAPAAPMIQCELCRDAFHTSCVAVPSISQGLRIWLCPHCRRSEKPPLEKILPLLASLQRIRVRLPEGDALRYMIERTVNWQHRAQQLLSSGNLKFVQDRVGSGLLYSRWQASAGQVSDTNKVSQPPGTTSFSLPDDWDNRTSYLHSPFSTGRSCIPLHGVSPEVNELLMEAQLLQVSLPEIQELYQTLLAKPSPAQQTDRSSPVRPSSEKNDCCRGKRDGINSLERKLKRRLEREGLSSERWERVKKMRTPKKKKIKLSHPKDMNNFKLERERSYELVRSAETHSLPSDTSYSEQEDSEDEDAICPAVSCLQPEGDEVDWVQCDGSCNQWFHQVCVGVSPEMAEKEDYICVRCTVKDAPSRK
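Measured: NADH fluorescence change, 30 min, RT. System: KDM5BΔAP 200 nM final, H3K4me3 peptide, α-KG, Fe(II), ascorbate, NAD⁺ plus FDH, pH 7.5 HEPES. Compounds: titrated, 10 min pre-incubation with enzyme.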
* hit, by the source's call; i = inactive; ? = inconclusive; & = joins results of further samples; [ ] = remark or other dose. Potency is read from the fitted curve at half-maximal effect. Some of the compounds tested; the hit share may differ from the screen's.

SMILES	KDM5B inh
C[N+](C)(C)C/C=C1/COCO1	12%
Cc1ccc(CC(=O)NC(C)C2CCCO2)cc1 (stereo not drawn)	15%
O=C(O)C1(c2ccc(Br)cc2)CCCCC1	9%
CCC(C)[C@H](NC(=O)[C@@H]1Cc2ccccc2CN1)C(=O)NC1CCCC1 (stereo partly drawn)	-13%
O=C(Cc1ccccc1)Nc1ccc([C@@H](O)[C@H]2COCC(=O)N2Cc2ccccc2F)cc1	20%
COCCn1ncc(N2CCC(NC(=O)C3CCCCC3)CC2)cc1=O	1%
CC(C)NC(=O)c1ccc2c(c1)nc1n2CCN(CCc2ccccc2)C1	6%
CNC(=O)C(C)(C)N1CCC[C@H]1C(=O)N1CCCCCC1	-2%[86.2 µM]
CCc1ccccc1S(=O)(=O)N1C[C@H](F)C[C@@H]1C(=O)N1CCOCC1	21%
Fc1cccc(-c2[nH]ncc2CN2CCN(c3cccnc3)CC2)c1	?
Cc1cc2oc(C(=O)Nc3ccc(S(=O)(=O)N(C)c4ccccc4)cc3)cc(=O)c2cc1C	15%&14%
O=C(CCC1CCCC1)NC1CCc2nn(CC3CC3)c(=O)n2CC1 (stereo not drawn)	-9%
CCOc1ccccc1-n1cc2c(c1-c1ccc(OC)cc1)c(=O)n(C)c(=O)n2C	?
Cc1ccc(C(=O)N2C(C(=O)N3CCCC3)COC23CCN(C(=O)c2ccccc2C)CC3)cc1 (stereo not drawn)	25%
COc1ccccc1NC(=O)c1oc2ccccc2c1NC(=O)COc1cccc(C)c1	-6%
COc1ccc(NC(=O)N2CCC3(CC2)CC(OC)CCO3)cc1 (stereo not drawn)	-24%
CN(C)CCCN1C(=O)CSC1c1ccc(Cl)cc1 (stereo not drawn)	-1%
Cc1ccc(NC(=O)Cn2c(=O)n(CCCC(=O)NCc3ccc4c(c3)OCO4)c(=O)c3ccccc32)cc1	-3%
COc1cccc(C(=O)N2CCC(Cc3nc(-c4cnccn4)no3)CC2)c1	13%
O=C1[C@@H]2C[C@@H](CN2C2CCOCC2)Oc2ccccc2N1Cc1ccccc1	?
CCN(CC)C(=O)COc1ccc(-c2nnc(Nc3ccc(OC)cc3)c3ccccc23)cc1	-2%
Cc1nc(C)c(CCC(=O)Nc2cc(Cl)ccc2Cl)c(=O)[nH]1	-6%
CCCc1ccc(S(=O)(=O)N2CCN(C(=O)NCC3CN(CC(C)C)CCO3)CC2)cc1 (stereo not drawn)	-1%
Cc1ccccc1C(=O)Nc1c(NC2CCCC2)c2ccccc2oc1=O	15%
O=C(NC[C@H]1OC[C@@H](NCc2cccnc2)[C@@H]1O)C1CC1	15%[115 µM]
New compounds follow:
SMILES	KDM5B inh
CCOc1cccc(CNC(=O)CC2CCCCN(Cc3ccccc3)C2=O)c1 (stereo not drawn)	14%
CC1Cc2ccccc2N1C(=O)COC(=O)c1ccc(-n2cnnn2)cc1 (stereo not drawn)	-17%
COC(=O)c1cccc2c1-c1ccccc1/C2=N\O	2%
Cc1cc(-c2nnc(SCC(=O)Nc3ccc(C(F)(F)F)cc3)n2C)no1	23%
O=c1cc(CN2CCN(S(=O)(=O)c3ccc(Cl)cc3)CC2)c2cc(Cl)c(O)cc2o1	i
Cc1ccc(NC(=O)Cn2nc(C)c3ccccc3c2=O)c(C)c1	-11%
COCC1CN(C(C)=O)CC12CCN(C(=O)NCc1ccccc1)CC2 (stereo not drawn)	-28%
Cc1ccc(NS(=O)(=O)c2ccc3c(c2)CC(=O)N3)cc1Cl	?
CN(CC1CCOC1)S(=O)(=O)Cc1cccc(Cl)c1 (stereo not drawn)	15%
C[C@H]1[C@@H]2[C@@H](O)C([C@H](C)C(=O)N(C)Cc3ccccc3)CC[C@@]2(C)CC[C@@H]1NC(=O)c1ccccn1 (stereo partly drawn)	30%
COc1cc(-c2nc(CN3CCCC(CN)C3)c(C)o2)cc2c1OCO2 (stereo not drawn)	?
COc1ccc(NC(=O)C(=O)NCCc2ccccc2)cc1OC	13%
Cc1[nH]n(C)c(=O)c1[N+](=O)[O-]	-12%
C/C(=N\NC(=O)c1cccnc1)c1ccc(-c2ccccc2)cc1	7%
COCc1nnc(NC(=O)CCc2ccc(-c3ccc(C)cc3)o2)s1	7%
O=C(c1ccc(Cl)cc1)N1CCC(N2Cc3cccn3C2=O)CC1	-14%[115 µM]
CN(Cc1ccccn1)Cc1cccn1C	?
Cc1ccsc1C(=O)N1[C@@H]2CC[C@H]1CC(NC(=O)c1ccncc1)C2 (stereo partly drawn)	15%
Cc1ccc(-c2nnc3ccc(N4CCCCC4)nn23)nc1	32µM*
CC(C)c1noc(-c2cn(C3CCCN(C(=O)c4ccc(Cl)s4)C3)nn2)n1 (stereo not drawn)	5%
O=C(Nc1ccccc1)c1ccc2c(c1)OCCN(c1ccccc1)C2	28µM*
O=C(Nc1ccccc1C(=O)O)c1cccc(NC(=O)c2ccc(Br)o2)c1	11%
CCOC(=O)C1CCN(C(=O)c2nc3nc(-c4ccco4)cc(C(F)(F)F)n3n2)CC1	?
Cc1ccc(C2=NC3(CCN(C(=O)CCc4ccccc4)CC3)ON2)cc1	7%
FC(F)(F)c1ccc(CN2CC[C@H](c3nc4ccccc4[nH]3)C2)cc1	-4%[86.2 µM]
(list continues)
SMILES	KDM5B inh
Cc1ccc(C(=O)N2CCC(N3C[C@H](O)C[C@H]3C(=O)NC3CCCCC3)CC2)cn1	-20%
CCOC(=O)c1cnn(-c2cc(C)nc3c(-c4ccc(F)cc4)c(CC)nn23)c1N	16%
COc1nccnc1NC1CCN(C(=O)c2ccco2)CC1	25µM*
Fc1ccc(-c2cnc(CN3CCN(c4ccccc4)CC3)o2)cc1	1%
CC(C)c1ccc(C(=O)N2C3CCCC2CC(=O)C3)cc1	20%[86.2 µM]
CN1CC(=O)N(C2CCCNC2)Cc2c1ncnc2N1CCc2ccccc2C1 (stereo not drawn)	50µM*
O=C(Cn1cnc(S(=O)(=O)N2CCCC2)c1)Nc1cccc(Br)c1	-9%
COc1ccc(C(=O)Nc2ccc(O)c3ccccc23)cc1OC	-1%
Cc1cc(C2CC(=O)OC3=C2C(=O)CC(C)(C)C3)c(C)s1 (stereo not drawn)	20%
O=C(O)CCCCCCCCC#CC#CCCc1ccccc1	12%
CCCC(=O)NC[C@@H]1CC[C@H]2C[C@@H]1C2(C)C	21%[115 µM]
CC1(C)C[C@@H]2C[C@@](C)(CN2C(=O)c2ccccc2)C1	-6%
COC(=O)c1cc2oc3ccccc3c2n1Cc1c(C)cc(C)cc1C	?
Cc1cnc(C(=O)N2CC(Oc3ccccc3-c3nc(C4CC4)no3)C2)cn1	-16%
COc1cccc(C(=O)Nc2oc3ccc(Cl)cc3c(=O)c2-c2ccc3c(c2)OCO3)c1	-1%
Cc1cc([N+](=O)[O-])ccc1NC(=O)COC(=O)C12CC3CC(CC(Cl)(C3)C1)C2	-2%
Cc1cccc(NC(=O)CSc2nc(N3CCOCC3)c3c(c2C#N)CCCC3)c1	-4%
N#C/C(=C\c1cc2c(cc1Br)OCO2)C(=O)NCC1CCCO1 (stereo not drawn)	-30%
Cc1c(C#N)c(N)nc2c3c(sc12)NC(=O)CC3c1ccccc1 (stereo not drawn)	-21%
CC(=O)c1ccc(OCc2cc(C(=O)N(C)Cc3nc4c(C)cccc4[nH]3)no2)cc1	12%
CCN(CC)C(=O)c1sc2c(c1C)c(=O)n(CCc1ccccc1)c(=O)n2Cc1cccc(Cl)c1	-1%
CC(CCc1ccccc1)NC(=O)COC(=O)c1cc(C(C)(C)C)cc(C(C)(C)C)c1 (stereo not drawn)	9%
COc1ccc(NC(=O)CSc2nc(C)c3c(c2C#N)CCCC3)cc1	15%
Cc1nc(-n2nc(C)c(Cc3ccc(Cl)cc3)c2C)sc1C(=O)N1CCC(C)CC1	-23%
Cc1ccc(OCC(=O)Nc2nnc(SCc3cc(=O)c4ccccc4[nH]3)s2)cc1C	-10%

In a second layout: results already given
SMILES | KDM5B inh
O=C(Cn1cnc(S(=O)(=O)N2CCCC2)c1)Nc1cccc(Br)c1 | -9%
COc1ccc(C(=O)Nc2ccc(O)c3ccccc23)cc1OC | -1%
Cc1cc(C2CC(=O)OC3=C2C(=O)CC(C)(C)C3)c(C)s1 (stereo not drawn) | 20%
O=C(O)CCCCCCCCC#CC#CCCc1ccccc1 | 12%
CCCC(=O)NC[C@@H]1CC[C@H]2C[C@@H]1C2(C)C | 21%[115 µM]
CC1(C)C[C@@H]2C[C@@](C)(CN2C(=O)c2ccccc2)C1 | -6%
COC(=O)c1cc2oc3ccccc3c2n1Cc1c(C)cc(C)cc1C | ?
Cc1cnc(C(=O)N2CC(Oc3ccccc3-c3nc(C4CC4)no3)C2)cn1 | -16%
COc1cccc(C(=O)Nc2oc3ccc(Cl)cc3c(=O)c2-c2ccc3c(c2)OCO3)c1 | -1%
Cc1cc([N+](=O)[O-])ccc1NC(=O)COC(=O)C12CC3CC(CC(Cl)(C3)C1)C2 | -2%
Cc1cccc(NC(=O)CSc2nc(N3CCOCC3)c3c(c2C#N)CCCC3)c1 | -4%
N#C/C(=C\c1cc2c(cc1Br)OCO2)C(=O)NCC1CCCO1 (stereo not drawn) | -30%
Cc1c(C#N)c(N)nc2c3c(sc12)NC(=O)CC3c1ccccc1 (stereo not drawn) | -21%
CC(=O)c1ccc(OCc2cc(C(=O)N(C)Cc3nc4c(C)cccc4[nH]3)no2)cc1 | 12%
CCN(CC)C(=O)c1sc2c(c1C)c(=O)n(CCc1ccccc1)c(=O)n2Cc1cccc(Cl)c1 | -1%
CC(CCc1ccccc1)NC(=O)COC(=O)c1cc(C(C)(C)C)cc(C(C)(C)C)c1 (stereo not drawn) | 9%
COc1ccc(NC(=O)CSc2nc(C)c3c(c2C#N)CCCC3)cc1 | 15%
Cc1nc(-n2nc(C)c(Cc3ccc(Cl)cc3)c2C)sc1C(=O)N1CCC(C)CC1 | -23%
Cc1ccc(OCC(=O)Nc2nnc(SCc3cc(=O)c4ccccc4[nH]3)s2)cc1C | -10%

Later entries
SMILES	KDM5B inh
Cc1cccc(NC(=O)c2sc(-n3nc(C)c(Cl)c3C)nc2C)c1	-11%
CCC1Oc2ccccc2N(CC(=O)N2CCOCC2)C1=O (stereo not drawn)	23%
CCNC(C(=O)OCC)c1ccc(Cl)cc1 (stereo not drawn)	25%
CCOc1cc(/C=C2\NC(=O)NC2=O)ccc1OCc1ccc(Cl)cc1	24%
O=C(CSc1nnc(Cc2ccccc2)o1)Nc1ccc(Br)c(Cl)c1	-15%
C1CCC(c2nc(CCOCC3CC3)no2)NC1 (stereo not drawn)	18%
COC(=O)[C@H](CC(C)C)N1Cc2nnn(CC3CCCCC3)c2-c2ccccc2S1(=O)=O	-6%
Cc1ccc(-n2cc(-c3ccccc3)c3c(N4CCCCC4)ncnc32)cc1	-14%
Cc1cc(C(=O)N[C@@H]2CN(Cc3ccccc3)C[C@H]2CO)nn1C	-4%
O=C(O)c1cc(Sc2ccccc2C(F)(F)F)nc2ccccc12	21%
CCNC(=O)NC(=O)C(C)N1CCN(c2ccccc2Cl)CC1 (stereo not drawn)	1%
O=C(CSc1nc2ccccc2c(=O)[nH]1)N1CCCCCC1	-1%
CCNc1c(NC(=O)C(C)(C)C)c(=O)oc2ccccc12	13%
CCC(C)(C)c1ccc(OCC(O)CNCc2ccccc2)c(C(C)(C)CC)c1 (stereo not drawn)	?
CCOc1ccccc1NC(=O)N1CCC2(CC1)CC(Cc1nc(-c3ccncc3)no1)CCO2 (stereo not drawn)	-5%
Cn1nc(C(=O)N2CCC3(CC2)N=C(c2cccc(Br)c2)NO3)c2ccccc21	?
COC(=O)CC(N)c1ccc(C)cc1C (stereo not drawn)	18%
CCOc1ccccc1NC(=O)C1CCc2ncc(-c3ccsc3)n2C1 (stereo not drawn)	11%
COc1ccc(OC)c(NC(=O)Cn2cnc3c(oc4ccccc43)c2=O)c1	-7%
NC(=O)C1CCCN(Cc2c(C(=O)N3CCc4ccccc4C3)nc3ccc(Cl)cn23)C1 (stereo not drawn)	-3%
COc1cc(C(=O)Nc2cccc(-c3nncn3C)c2)cc(OC)c1C	8%
CN(C)C(=O)CSc1nc(C2CC2)nc2ccccc12	-5%
COc1ccc(-n2c(=O)c3c(n2Cc2ccccc2)CN(CC2CCOC2)CC3)cc1 (stereo not drawn)	-16%[86.2 µM]
COc1ccc(CNc2ncnc3c2CN(C2CCNC2)C(=O)CN3C)cc1OC (stereo not drawn)	-16%[115 µM]
Cc1nn2c(nc1=O)NNC2(C)C(C)(C)C (stereo not drawn)	34%
The list goes on:
SMILES	KDM5B inh
CN1CCN(C(NC(=O)c2cccs2)C(=O)c2ccccc2)CC1 (stereo not drawn)	-9%
CNC(=O)N1CCC(Cc2noc(C3CCOCC3)n2)C1 (stereo not drawn)	-17%
Clc1cc(NCC2CC2)n2nccc2n1	18%[115 µM]
O=C(NCCCc1ccncc1)C1CCC(=O)N(Cc2cccc(C(F)(F)F)c2)C1 (stereo not drawn)	3%
Cc1cccc(N2CCN(C(=O)c3ccc4c(Cl)c5c(nc4c3)CCCC5)CC2C)c1 (stereo not drawn)	-7%
Cc1oc(-c2ccccc2)nc1C(=O)Nc1cccc(F)c1	1%
Cn1ncc(CN2CCCC23CCN(c2ccc(C(F)(F)F)cn2)CC3)c1C1CC1	22µM*
COc1ccc(C(=O)N2C[C@@H]3OCC(=O)N(Cc4ccccc4)[C@@H]3C2)cc1	-6%[86.2 µM]
Cc1ccc(C)c(NC(=O)Cn2c(-c3ccc(F)cc3)nc(C)c(CCO)c2=O)c1	13%
Cc1cc(C(=O)N2CCCC3(CCNCC3)CC2)c2cnn(C(C)C)c2n1	?
CCOC(=O)C1=C(C)N=C2SC=C(CC(=O)N3CCC(C)CC3)N2C1c1cccc(OC)c1 (stereo not drawn)	?
CNC(=O)[C@H]1C[C@H](Oc2ccccc2)CN1Cc1cccc(F)c1	-22%
CC(NC(=O)C1(C#N)CCCC1)C12CC3CC(CC(C3)C1)C2 (stereo not drawn)	-11%
O=C(CCCCCn1c(=O)[nH]c2ccccc2c1=O)NCCc1ccccc1	?
CCOc1ccc(N/C=C/C(=O)c2ccc(-c3ccccc3)cc2)cc1	-21%

Compound activity: PubChem, National Center for Advancing Translational Sciences (NCATS)
